Screens deposited in PubChem BioAssay by several laboratories.
HDAC3 inhib: inhibitors of human histone deacetylase 3. O15379. recombinant HDAC3, fluorogenic peptide/trypsin coupled, fluorescence. inhibition, % at 8.3 µM. hit rate 0.15% among 320,000. AID 2718; in the data active = inhibition above about 26%, passing the limit was not always enough
Target sequence (O15379 whole entry, looked up): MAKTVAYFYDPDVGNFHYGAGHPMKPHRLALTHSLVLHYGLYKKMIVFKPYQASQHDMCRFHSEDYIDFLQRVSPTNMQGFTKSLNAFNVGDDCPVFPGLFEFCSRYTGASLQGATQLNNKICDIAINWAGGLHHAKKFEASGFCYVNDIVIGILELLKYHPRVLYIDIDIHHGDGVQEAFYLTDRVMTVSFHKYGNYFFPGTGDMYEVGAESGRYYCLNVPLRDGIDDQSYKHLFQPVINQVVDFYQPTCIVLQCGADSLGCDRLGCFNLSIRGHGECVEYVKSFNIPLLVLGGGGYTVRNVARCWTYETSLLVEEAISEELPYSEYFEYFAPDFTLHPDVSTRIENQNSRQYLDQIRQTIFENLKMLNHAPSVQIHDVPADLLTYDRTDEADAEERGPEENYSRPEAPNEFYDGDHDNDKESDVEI
KCNK9 block: blocks the human KCNK9 two-pore domain potassium channel. Q9NPC2. HEK293 KCNK9, FluxOR thallium flux fluorescence; stronger effect = lower value. B-score at 10 µM. hit rate 1.2% among 310,000;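 active = ratio B-score over 3 SD below the library mean, with starting fluorescence within 5 SD of its mean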;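 also: negative B-score means less thallium flux so channel inhibition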
Target sequence (Q9NPC2 whole entry, looked up, the tested form may be a part): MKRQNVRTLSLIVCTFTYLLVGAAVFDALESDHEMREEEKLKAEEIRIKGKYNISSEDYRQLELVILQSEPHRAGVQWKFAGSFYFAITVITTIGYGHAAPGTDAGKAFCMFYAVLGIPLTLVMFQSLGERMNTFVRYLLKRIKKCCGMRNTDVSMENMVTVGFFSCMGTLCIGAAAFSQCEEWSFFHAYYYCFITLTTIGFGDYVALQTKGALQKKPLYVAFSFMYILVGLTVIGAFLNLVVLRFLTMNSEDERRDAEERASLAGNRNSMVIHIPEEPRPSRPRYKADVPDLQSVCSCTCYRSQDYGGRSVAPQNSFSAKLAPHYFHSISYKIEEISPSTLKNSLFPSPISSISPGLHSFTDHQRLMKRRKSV
TRPC4 agonist: opens the mouse TRPC4 cation channel | B-score at 10 µM | HEK293 TRPC4beta/mu-opioid, Fluo4 calcium fluorescence; stronger effect = higher value | hit rate 0.49% among 310,000 | Q9QUQ5;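 active = B-score above 5 SD of library B-scores, and initial fluorescence ratio not above library mean plus 5 SD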;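 also: positive B-score marks a calcium rise read as TRPC4 activation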
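Incubation: 45 min room-temperature Fluo4 loading, 110 s read / System: HEK293 cells stably co-expressing mouse TRPC4beta and mu-opioid receptor / Signal: Fluo4 fluorescence, kinetic / Control set: buffer (low) and maximal DAMGO (high) / Measure: integrated baseline-normalised fluorescence ratio, converted to per-well B score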
Dyrk1A ADPGlo: inhibitors of rat Dyrk1A kinase | Q63470 | ADP-Glo luminescence, NFATc1 peptide | inhibition, % at 12.5 µM | hit rate 0.43% among 310,000 | AID 504441; in the data active = inhibition above about 50%;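 also: plate controls were vehicle with enzyme for no effect and no enzyme for full effect; many of its hits are not listed in these tables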
KCNQ1 inh: inhibitors of human KCNQ1 potassium channel | hit rate 1.3% among 310,000 | CHO-K1 KCNQ1, FluxOR thallium flux fluorescence; stronger effect = higher value | P51787 | B-score at 10 µM;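 active = compounds whose thallium flux B-score, printed positive for inhibition, exceeds three library SD while starting fluorescence stays within three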;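 also: channel opened by potassium depolarization with thallium stimulus after 20 min compound exposure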
KCNK3 inh: human KCNK3 channel inhibition, primary screen; O14649; CHO-KCNK3 thallium flux, FluxOR fluorescence; stronger effect = lower value; hit rate 0.84% among 340,000; B-score at 10 µM; AID 602410;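 active = B-score under library mean minus 4 SD, starting fluorescence ratio at most library mean plus 5 SD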;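 also: more negative B-score means stronger inhibition of thallium flux through KCNK3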
TRPC4 potent: TRPC4 (mouse) allosteric potentiation | hit rate 0.42% among 310,000 | Q9QUQ5 | B-score at 10 µM | AID 2227 | HEK293 TRPC4beta/mu-opioid, DAMGO EC20, Fluo-4 Ca2+ flux; stronger effect = higher value;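 active = B-score of calcium response area above 5 SD of library B-scores, with initial fluorescence ratio within 5 SD of library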;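 also: B-score of integrated fluorescence ratio over time as area under calcium response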
KCNQ1 pot: human KCNQ1 channel potentiation or activation. P51787. B-score at 10 µM. CHO-K1 KCNQ1, thallium flux FluxOR fluorescence; stronger effect = higher value. hit rate 0.35% among 310,000;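 active = fluorescence ratio B-score, a plate-corrected score, at least three library SD, with initial intensity B-score within 5 SD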
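assay system = CHO-K1 cells stably expressing KCNQ1 | medium = assay buffer, equal DMSO in all wells | timing = 37 °C overnight plating, 90-min dark dye load, 20-min compound pretreatment | measured by = kinetic FluxOR thallium fluorescence, 10-s 1-Hz baseline, 110-s post-stimulus read | measure = fluorescence change relative to baseline, converted to B score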
ANO1 block: inhibitors of mouse TMEM16A calcium-activated chloride channel; HEK293 TMEM16A/YFP iodide influx fluorescence, ionomycin; normalized B-score (activity score, 25-100; higher = stronger inhibition) at 10 µM; hit rate 1.2% among 310,000; AID 588511;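 active = ratio plate-corrected score three or more library SD toward inhibition, starting fluorescence score within five deviations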;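 also: score derived from kinetic fluorescence span divided by baseline fluorescence per well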
hERG protect: shields human hERG channel from block by proarrhythmic agents; Q12809; hit rate 0.51% among 310,000; CHO-hERG, FluxOR thallium flux, dofetilide IC70 present; AID 1511; activation (rescue from dofetilide block), less the hit threshold, % at 10 µM;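 active = activation above the mean of controls blocked by dofetilide plus 5 SD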;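 also: thallium influx through hERG after potassium depolarization seen as dye fluorescence rise; in these data hits start at about 4.7%; inactives centre near -7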
TMEM16A act: activators or potentiators of mouse TMEM16A chloride channel | HEK293 TMEM16A/YFP-H148Q/I152L, iodide quench fluorescence; stronger effect = lower value | B-score at 10 µM | hit rate 0.3% among 340,000 | Q8BHY3;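 active = fluorescence-ratio B-score plate-corrected deviation score at least 3 library SD below zero, with starting fluorescence score within 5 deviations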;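 also: channel opened by trigger with iodide after compound preincubation; score built on the fluorescence ratio of max minus min over baseline; more negative score means more quench and so TMEM16A activation or potentiation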
* hit, by the source's call; i = inactive; . = not tested or not shown.

molecule,KCNQ1 inh,KCNQ1 pot,KCNK9 block,hERG protect,HDAC3 inhib,TMEM16A act,KCNK3 inh,TRPC4 potent,ANO1 block,TRPC4 agonist,Dyrk1A ADPGlo
O=C(Cn1nnc(-c2ccc(OCc3ccccc3F)cc2)n1)N1CCOCC1,i,i,i,-9,-1,i,i,i,i,i,1
O=C(c1ccccc1F)N1CCCC(C(=O)N2CCc3ccccc3C2)C1 (centres undefined),i,i,i,-10,-3,i,i,i,i,i,-2
COc1cccc(Oc2cc(NN3CCCCC3)c([N+](=O)[O-])cc2[N+](=O)[O-])c1OC,i,i,i,-10,8,i,i,i,i,i,-1
Cc1ccc(C=NCc2ccncc2)c(O)c1,i,i,i,0,0,i,i,i,i,i,-3
CC(C)(C)Sc1ccc([N+](=O)[O-])cc1C(=O)Nc1ccncc1,i,i,i,-7,11,i,i,i,i,i,2
COc1ccc(CC(=O)NNc2ncnc3c2cnn3-c2ccc(C)cc2)cc1OC,i,i,i,-9,-3,i,i,i,i,i,-7
Cc1ccc(S(=O)(=O)NNC(=O)CCC(=O)Nc2ccccc2)cc1,i,i,i,0,-6,i,i,i,i,i,4
Cc1ccc(S(=O)(=O)NC(C)C(c2cccs2)N2CCN(c3ccccc3)CC2)cc1 (centres undefined),7*,i,i,-5,11,i,i,i,i,i,2
O=C(CCCCCN1C(=O)c2ccccc2C1=O)NCc1ccccn1,i,i,i,-3,-8,i,i,i,i,i,12
C=CCn1c(=O)c2c(nc3n2CC(C)CN3CCc2ccccc2)n(C)c1=O (centres undefined),i,i,i,-8,-12,i,i,i,i,i,.
Cc1cccc(NC(=O)CC2C(=O)NCCN2C(=S)Nc2ccccc2)c1 (centres undefined),i,i,i,-4,5,i,i,i,i,i,-9
Cc1nn(-c2ccccc2)nc1C(=O)Nc1ccc2c(c1)OCCO2,i,i,i,-9,6,i,i,i,i,i,-14
CC1=Nc2cc(C(=O)NCCCOC(C)C)ccc2Sc2ccc(C)cc21,i,i,i,-12,4,i,i,i,i,i,6
O=C(NC(=S)NCC1CCCO1)c1cccs1 (centres undefined),i,i,i,-6,0,i,i,i,i,i,0
Cc1c(NC(=O)c2cnn3c2NC(c2ccccc2)CC3C(F)(F)F)c(=O)n(-c2ccccc2)n1C (centres undefined),i,i,i,-8,-8,i,i,i,i,i,-11
CC(C)Cc1nnc(NC(=O)CCC(=O)Nc2ccc(Cl)cc2)s1,i,i,i,-10,-3,i,i,i,i,i,-2
CC1(OC(=O)C2CCCC2)C(=O)C=C2C=C(c3ccsc3)N(CCc3ccccn3)C=C2C1=O (centres undefined),i,i,i,-13,0,i,i,i,i,i,1
CC(=O)N1CCN(c2ccc(NC(=O)c3ccc(C(C)(C)C)cc3)cc2)CC1,i,i,i,-10,2,i,i,i,i,i,.
Cc1nnsc1NC(=O)OCc1ccc(C(F)(F)F)cc1,i,i,i,-3,-5,i,i,i,i,i,-3
O=C(NC1CC1)C1CC(=O)N(C2CCCCC2)C1 (centres undefined),i,i,i,-6,-4,i,i,i,i,i,-3

3 compounds picked at random from the list so far, as already listed:
molecule,KCNQ1 inh,KCNQ1 pot,KCNK9 block,hERG protect,HDAC3 inhib,TMEM16A act,KCNK3 inh,TRPC4 potent,ANO1 block,TRPC4 agonist,Dyrk1A ADPGlo
Cc1c(NC(=O)c2cnn3c2NC(c2ccccc2)CC3C(F)(F)F)c(=O)n(-c2ccccc2)n1C (centres undefined),i,i,i,-8,-8,i,i,i,i,i,-11
CC(C)(C)Sc1ccc([N+](=O)[O-])cc1C(=O)Nc1ccncc1,i,i,i,-7,11,i,i,i,i,i,2
O=C(Cn1nnc(-c2ccc(OCc3ccccc3F)cc2)n1)N1CCOCC1,i,i,i,-9,-1,i,i,i,i,i,1

Next section:
molecule,KCNQ1 inh,KCNQ1 pot,KCNK9 block,hERG protect,HDAC3 inhib,TMEM16A act,KCNK3 inh,TRPC4 potent,ANO1 block,TRPC4 agonist,Dyrk1A ADPGlo
COc1ccc(N2CC(C(=O)Nc3c4c(nn3-c3ccccc3)CS(=O)(=O)C4)CC2=O)cc1 (centres undefined),i,i,i,-6,-4,i,i,i,i,i,-2
[O-]/[N+](=C\C=C\c1ccccc1)c1ccccc1,i,i,i,-9,.,i,i,i,i,i,4
COc1ccccc1N1CCN(C(=O)C2C3C=CC4(CN(Cc5ccccc5Cl)C(=O)C24)O3)CC1 (centres undefined),i,i,i,-8,9,i,i,i,i,i,0
CC(=O)c1ccc(NS(=O)(=O)c2cccc(C)c2)cc1,i,i,i,-3,1,i,i,i,i,i,-2
COc1ccc2c(C)nc(Nc3nc(C)c(C)c(=O)[nH]3)nc2c1,i,i,i,-14,-1,i,i,i,i,i,22
CC1CCN(c2ccc(-c3cccc(NC(=O)c4ccco4)c3)nn2)CC1,i,i,i,-13,-7,i,i,i,i,i,5
COc1ccc(/C(O)=C2/C(=O)C(=O)N(CCCN3CCOCC3)C2c2ccc(OC)cc2)cc1 (centres undefined),i,i,i,-4,6,i,i,i,i,i,-2
CN(c1ccccc1C(=O)Nc1cccc(C(F)(F)F)c1)S(C)(=O)=O,i,i,i,-8,2,i,i,i,i,i,6
CCC(c1nnnn1C1CCCC1)N1CCN(Cc2ccccc2)CC1 (centres undefined),i,i,i,-12,-4,i,i,i,i,i,1
CN(CC(=O)OCC(=O)c1c(N)n(C)c(=O)n(C)c1=O)S(=O)(=O)c1ccc(Cl)cc1,i,i,i,-20,6,i,i,i,i,i,-3
CCOc1ccccc1NC(=O)NC1(C(=O)N2CCN3CCCC3C2)CCCCC1 (centres undefined),i,i,i,-11,0,i,i,i,i,i,-5
CC(C)Cc1nnc(NC(=O)CCC(=O)NC2CCCCC2)s1,i,i,i,-4,-1,i,i,i,i,i,2
Cc1csc(/C(=N\O)c2csc(C)n2)n1,i,i,i,-13,2,i,i,i,i,i,-13
O=c1ccc(-c2ccc(S(=O)(=O)Nc3cccc(Br)c3)o2)n[nH]1,i,i,i,-6,-5,i,i,i,i,i,.
Cc1ccc(C)c(C(=O)COc2ncnc3ccccc23)c1,i,i,i,-25,-1,i,i,i,i,i,.
CCC1CCCCN1CCNC(=O)C1CCCN(S(=O)(=O)c2cccc3nsnc23)C1 (centres undefined),i,i,i,-7,3,i,i,i,i,i,-9
COCc1nnc(NC(=O)c2sc3ccccc3c2Cl)s1,i,i,i,-11,6,i,i,i,i,i,2
CCc1ccc(N(C(=O)c2csnn2)C(C(=O)NC(C)(C)C)c2ccncc2)cc1 (centres undefined),i,i,i,3,-4,i,i,i,i,i,-4
Cc1nc2sccn2c(=O)c1S(=O)(=O)NCc1ccccc1,i,i,i,-8,0,i,i,i,i,i,-2
COc1ccc(Cn2nnc3ccccc32)cc1,i,i,i,-3,-6,i,i,i,i,i,4
NC(=O)C1CCN(C2OC(=O)c3ccccc32)CC1 (centres undefined),i,i,i,-4,1,i,i,i,i,i,4
Cc1ccc(S(=O)(=O)N2CCN(C(=O)NCc3ccc(F)cc3)CC2)c(C)c1,i,i,i,-3,-7,.,i,i,i,i,-5
CN(C(=O)CSc1nnc(Cc2ccccc2F)n1N)C1CCS(=O)(=O)C1 (centres undefined),i,i,i,-7,1,i,i,i,i,i,-10
Cc1ccccc1C(=O)N1CCC(C(=O)Nc2ccc(C(C)C)cc2)CC1,i,i,i,-6,1,i,i,i,i,i,5
CS(=O)(=O)N(CC(=O)NCC1CCCO1)c1cc(Cl)ccc1Cl (centres undefined),i,i,i,-9,-1,i,i,i,i,i,-6
CCOc1ccc(C2C=C(c3ccc(F)cc3)Nc3ncnn32)cc1 (centres undefined),i,i,i,-12,3,i,i,i,i,i,-24
O=C(COC(=O)c1cccnc1Cl)c1ccc(Cl)cc1Cl,i,i,i,-10,-1,i,i,i,i,i,-2
CC(=O)c1ccc(N2CCN(C(=O)[C@H](C)NC(=O)c3ccccc3Cl)CC2)cc1,i,i,i,-1,4,i,i,i,i,i,-4
Cc1oc(-c2ccccc2F)nc1CN1CCC(C(=O)NC2CCCCCCC2)CC1,i,i,i,-16,.,i,i,i,.,i,3
Cc1ccc(N=C2NC(=O)/C(=C/c3cccs3)S2)cc1C,i,i,i,0,1,i,i,i,i,i,0
CCOC(=O)c1c(-c2ccc(OC)cc2)csc1NC(=O)CCN1CCOCC1,i,i,i,-15,4,i,i,i,i,i,2
CC(C)c1cc(C(=O)N2CCCC(Nc3ccc(F)c(F)c3)C2)nc(N)n1 (centres undefined),i,i,i,-12,7,i,i,i,i,i,1
CCOC(=O)CN(C(=O)CNC(=O)c1ccco1)C(C(=O)NC1CCCCC1)c1cccnc1 (centres undefined),i,i,i,-10,1,i,i,i,i,i,-8
S=c1nc[nH]c2c1cnn2-c1ccccc1,i,19*,i,1,-3,i,i,i,i,i,12
CC1(C)CC(=O)C2=C(C1)Nc1cc(C(=O)c3ccccc3)ccc1NC2c1ccccn1 (centres undefined),i,i,i,-5,.,i,i,i,i,i,1
CC(C)c1ccc(NC(=O)C2CC(=O)N=C(N)S2)cc1 (centres undefined),i,i,i,0,-5,i,i,i,i,i,-17
CCOc1ccc(S(=O)(=O)N2CCN(c3ccccc3OC)CC2)c2cccnc12,i,i,i,-8,5,i,i,i,i,i,0
O=C(O)/C=C/c1cn(-c2ccccc2)nc1-c1ccc(-c2ccc([N+](=O)[O-])cc2)o1,i,i,i,11*,3,i,i,i,i,i,0
CCN(CC)c1ccc(CNc2nc3ccccc3n2CCN2CCCCC2)cc1,7*,i,i,-18,-7,i,i,i,100*,119*,-1
CCO/C=C/C(=O)N(C)CCC#N,i,i,i,-4,10,i,i,i,i,i,-7
Cc1ccc(S(=O)(=O)Cc2cc(F)c([N+](=O)[O-])cc2[N+](=O)[O-])cc1,i,i,i,-26,2,i,-10*,i,i,i,-1
CCN1CCN(S(=O)(=O)c2ccc3[nH]c(=O)oc3c2)CC1,i,i,i,-10,7,i,i,i,i,i,0
N#Cc1nc(COc2cccc(Cl)c2)oc1NCc1ccco1,i,i,i,-6,0,i,i,i,i,i,-9

An excerpt (hit frequency here may not be typical).
